Source: PubChem BioAssay
AmpC det inh: Promiscuous and Specific Inhibitors of AmpC Beta-Lactamase (assay with detergent); P00811; purified AmpC, nitrocefin hydrolysis with detergent; Potency, µM (series often up to 28.7 µM), inactives show top-dose activity change, negative = inhibition; hit rate 0.09% among 71,000; active = well fitted curve in the direction sought with a large enough effect
Target sequence (P00811 whole entry, looked up): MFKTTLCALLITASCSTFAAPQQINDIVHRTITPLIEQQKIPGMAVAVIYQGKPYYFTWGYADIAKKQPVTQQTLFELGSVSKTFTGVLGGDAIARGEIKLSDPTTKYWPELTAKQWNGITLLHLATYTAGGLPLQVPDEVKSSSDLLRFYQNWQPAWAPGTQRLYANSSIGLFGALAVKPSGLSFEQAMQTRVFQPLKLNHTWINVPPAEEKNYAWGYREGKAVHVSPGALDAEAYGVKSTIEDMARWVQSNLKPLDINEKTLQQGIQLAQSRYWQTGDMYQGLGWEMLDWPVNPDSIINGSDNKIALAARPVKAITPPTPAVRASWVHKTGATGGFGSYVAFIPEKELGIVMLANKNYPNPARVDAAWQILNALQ
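E. coli AmpC (5.3 nM) in 20 mM phosphate pH 7.0 with 0.01% Triton X-100, preincubated 15 min RT with compound; nitrocefin (2 uL of 800 uM stock) hydrolysis followed by 480 nm absorbance every 20 s over 4 min.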
The depositor's hits bear a star; & = joins results of further samples; [ ] = dose if it differs, or a comment. % is scaled to controls: 0 for no effect and ±100 for the full control effect; potency is read from the fitted curve at half-maximal effect.

| Molecule | AmpC det inh |
| --- | --- |
| Cn1c(CCNC(=O)c2ccco2)nc2cc(NC(=O)c3ccco3)ccc21 | -2% |
| CCOc1ccccc1NC(=O)CN(c1ccc(C)cc1)S(=O)(=O)c1c(C)noc1C | -5% |
| CC1CCCCC1NC(=O)CN1CCN(Cc2ccccc2Cl)C1=O (configuration not stated) | -3% |
| Cc1ccc(N2CC(C(=O)N3CCN(C(=O)c4ccco4)CC3)CC2=O)cc1 (configuration not stated) | -1% |
| O=C(Nc1cccc(Cl)c1)c1cnn2cccnc12 | -4% |
| COc1ccc(C)cc1Nc1cc(C)nc2ncnn12 | 6% |
| CC1CCCC(C)N1CCNC(=O)CCn1nc(-c2ccccc2)ccc1=O (configuration not stated) | -1% |
| Cc1ccc(Cn2c(CN3CC(C)OC(C)C3)nc3c2c(=O)[nH]c(=O)n3C)cc1 (configuration not stated) | 0% |
| COC(=O)c1cccc(N(C(=O)c2cnccn2)C(C(=O)NCc2ccccc2)c2ccco2)c1 (configuration not stated) | -2% |
| Nc1ccc(O)c(-c2nc3ccccc3s2)c1 | 7% |
| CCOC(=O)N1CCN(c2nc(-c3ccc(OC)cc3)no2)CC1 | -6% |
| Cc1ccc2c(c1)C(c1ccccc1)NCC(=O)N2 (configuration not stated) | 7% |
| C=CCCC(=O)Nc1ccc(COC(=O)N2CCOCC2)cc1 | -4% |
| O=C1c2ccccc2C(O)N1c1cccnc1 (configuration not stated) | 14% |
| CCn1c2ccccc2c2nnc(SCc3cc(=O)n4ccsc4n3)nc21 | -2% |
| COc1ccc(C)cc1NC(=O)CSc1nnc(-c2ccc(C)cc2)o1 | 11% |
| CCN(CC)c1ccc(N2C(=O)c3ccccc3C2=O)cc1 | 9% |
| CCOC(=O)CSc1nnc(CSc2nc(C)cc(C)n2)n1Cc1ccco1 | -3% |
| O=C(Cn1c(=O)sc2ccccc21)NCCOc1ccccc1F | -5% |
| CC1(C)CC(=O)C2=C(C1)OC(N)=C(C#N)C2C1CC=CCC1 (configuration not stated) | -2% |
| O=C1CC(c2ccccc2)CN1Cc1ccccc1 (configuration not stated) | 21% |
| COc1ccc(CC(=O)Nc2cc(Cl)ccc2O)cc1 | -8% |
| CCOC(=O)N1CCN(Cc2nc3c(c(=O)[nH]c(=O)n3C)n2Cc2cc(C)ccc2C)CC1 | 0% |
| O=C(OCc1nnc(-c2ccccc2)o1)C1=COCCO1 | -1% |
| O=C(N1CCOCC1)N1CCN(S(=O)(=O)c2ccccc2)C1 | -2% |

Of the compounds above, these have two or more sulfur atoms:
| Molecule | AmpC det inh |
| --- | --- |
| CCn1c2ccccc2c2nnc(SCc3cc(=O)n4ccsc4n3)nc21 | -2% |
| CCOC(=O)CSc1nnc(CSc2nc(C)cc(C)n2)n1Cc1ccco1 | -3% |

(list continues)
| Molecule | AmpC det inh |
| --- | --- |
| O=C(NCc1cccc(Cl)c1)c1cnccn1 | -1% |
| COc1ccccc1-n1c(C)nnc1SCC(=O)Nc1cccc(C(C)=O)c1 | 13% |
| Cc1ccc(S(=O)(=O)NCc2ccc(C(=O)N(C)CCC#N)cc2)cc1 | 7% |
| Cc1ccc2nc(NC(=O)C3CCN(S(=O)(=O)c4ccc5c(c4)oc(=O)n5C)CC3)sc2c1 | 10% |
| CCCCOCC1CO1 (configuration not stated) | 22% |
| Cc1c(Cl)cccc1NC(=O)CCN1CCCCCC1 | -1% |
| CC(NC(=O)Cc1cccs1)C(c1cccs1)N1CCN(c2ccccc2)CC1 (configuration not stated) | 8% |
| O=C(c1ccco1)N1CCN(c2ncnc3c2oc2ccccc23)CC1 | -3% |
| O=S(=O)(c1cccs1)n1cccn1 | 7% |
| O=C(OCc1c(Cl)cccc1Cl)c1ccccn1 | -2% |
| O=C1OC(N2CCN(c3ccccn3)CC2)c2ccccc21 (configuration not stated) | -1% |
| CCOc1ccccc1N(C(=O)c1snc(C(N)=O)c1N)C(C(=O)NCCC(C)C)c1ccco1 (configuration not stated) | 31% |
| CC12CC(NC(=O)N1c1cccc(C(=O)N3CCN(c4ccccn4)CC3)c1)c1ccccc1O2 (configuration not stated) | -3% |
| COc1cc(CCC(=O)Nc2cc(Cl)ccc2N2CCN(C)CC2)cc(OC)c1OC | -2% |
| Cn1c(=O)c2c(nc(CN3CCN(Cc4ccccc4)CC3)n2Cc2cccc(Cl)c2)n(C)c1=O | 7% |
| CC(C(=O)NCC1(c2ccccc2)CCCC1)N1CCCC1 (configuration not stated) | 15% |
| CCn1c(=O)cc(N2CCC3(CC2)OCCO3)[nH]c1=O | 16% |
| COc1ccc(C2C3=C(CC(C)(C)CC3=O)Oc3ncn(CCCn4ccnc4)c(=N)c32)cc1 (configuration not stated) | 9% |
| COc1ccc(C2C3=C(CCCC3=O)Nc3nc(SCc4ccccc4)nn32)cc1OC (configuration not stated) | -3% |
| Cc1ccc(-c2nnn(CC(=O)Nc3ccc4nn(-c5ccccc5)nc4c3)n2)o1 | -1% |
| Cc1cccc(NC(=O)C(C)Oc2ccccc2C)n1 (configuration not stated) | -5% |
| O=C(O)C1[C@H]2C(=O)N(C3CCCC3)C[C@]23C=C[C@H]1O3 (some centres not stated) | 1% |
| CC(=O)Nc1ccc(Oc2nc(C)cc(C)n2)cc1 | -2% |
| O=c1c2cc3c(=O)n(CC4CCCO4)c(=O)c3cc2c(=O)n1CC1CCCO1 (configuration not stated) | 0% |
| N=C1C(c2nc3ccccc3[nH]2)=C(O)CN1c1ccccc1 | -4% |

A draw from above in order of length of the SMILES, ascending:
| Molecule | AmpC det inh |
| --- | --- |
| Cc1c(Cl)cccc1NC(=O)CCN1CCCCCC1 | -1% |
| O=C(c1ccco1)N1CCN(c2ncnc3c2oc2ccccc23)CC1 | -3% |
| COc1ccccc1-n1c(C)nnc1SCC(=O)Nc1cccc(C(C)=O)c1 | 13% |
| COc1cc(CCC(=O)Nc2cc(Cl)ccc2N2CCN(C)CC2)cc(OC)c1OC | -2% |
| CC12CC(NC(=O)N1c1cccc(C(=O)N3CCN(c4ccccn4)CC3)c1)c1ccccc1O2 (configuration not stated) | -3% |

(continued)
| Molecule | AmpC det inh |
| --- | --- |
| N#CC1(c2ccccc2)CCCN1C(=O)c1ccco1 (configuration not stated) | 7% |
| Cc1nnc2ccc(N3CCC4(CC3)OCCO4)nn12 | 0% |
| O=C(CSc1nc2ccccc2c(=O)[nH]1)Nc1ccc(S(=O)(=O)N2CCCC2)cc1 | -5% |
| O=C(Cc1c(O)c2ccccc2[nH]c1=O)NCc1ccccc1F | 11% |
| COc1ccc(C(=O)N=c2nc3ccccn3s2)cc1 | 3% |
| COc1ccc(S(=O)(=O)Nc2ccc(S(=O)(=O)N3CCOCC3)cc2)cc1C | -4% |
| Cn1c(N)c(C(=O)COC(=O)c2ccc3c(c2)OCCO3)c(=O)n(C)c1=O | 3% |
| O=C(Nc1ccc2snnc2c1)N1CCSCC1 | 6% |
| COc1ccccc1N=c1oc2cc(O)ccc2cc1C(N)=O | 9% |
| COc1ccc(-n2nc3cc(C)c(N)c(Br)c3n2)cc1 | -5% |
| COc1ccc(-c2noc(CSc3nc4ccccc4c(=O)n3-c3ccccc3)n2)cc1 | 2% |
| O=C1CC2(CON=C2c2ccc(F)cc2)C(=O)N1c1ccc(F)cc1 (configuration not stated) | 1% |
| CN(C)CC/C=C1\c2ccccc2Sc2ccc(Cl)cc21 | -5%[5.75 µM] |
| Oc1cc2c(cc1O)CN(C(=S)NCCc1ccc(Cl)cc1)CCC2 | 2%&-3% |
| COc1cccc(-c2nc(CS(=O)(=O)CC(=O)N3CCc4ccccc4C3)c(C)o2)c1 | 6% |
| CCOC(=O)C1CCCN(c2nc(C)nc3c2oc2ccccc23)C1 (configuration not stated) | -3% |
| COc1cc(CN2CCC(C(=O)NC3CCCC3)CC2)cc(OC)c1O | -1% |
| Cn1c2c(c(=O)n(C)c1=O)C(NC(=O)c1ccco1)(C(F)(F)F)C(=O)N2 (configuration not stated) | -3% |
| Cc1ccccc1-n1c(C)nc2ccccc21 | 7% |
| NC(=O)CC1(CC(=O)O)CCCCC1 | -17% |
| O=c1c(-c2ccccc2)nc2cnc(N3CCNCC3)nc2n1Cc1cccs1 | -6% |
| COc1ccc(OC)c(NC(=O)Cn2cccc2)c1 | -4% |
| CCCCn1c(SCC(=O)NCc2cccs2)nc2c1c(=O)n(C)c(=O)n2C | 1% |
| O=C(O)c1cc(S(=O)(=O)N2CCCCCC2)ccc1Cl | -1% |
| CNC(=O)[C@@]1(C)C=C[C@@H](Cc2ccccc2)N1C(C)=O | 20% |

The final five entries of the part above come first, to join the parts:
| Molecule | AmpC det inh |
| --- | --- |
| O=c1c(-c2ccccc2)nc2cnc(N3CCNCC3)nc2n1Cc1cccs1 | -6% |
| COc1ccc(OC)c(NC(=O)Cn2cccc2)c1 | -4% |
| CCCCn1c(SCC(=O)NCc2cccs2)nc2c1c(=O)n(C)c(=O)n2C | 1% |
| O=C(O)c1cc(S(=O)(=O)N2CCCCCC2)ccc1Cl | -1% |
| CNC(=O)[C@@]1(C)C=C[C@@H](Cc2ccccc2)N1C(C)=O | 20% |
| CCOC(=O)c1ccc(Oc2nc(SC)nc(N(C)C)n2)cc1 | -3% |
| COC(=O)c1ccc(Oc2c(C)oc3c(CN4CCN(C)CC4)c(O)ccc3c2=O)cc1 | -3% |
| Cc1cnc(CNc2cc(-c3ccccc3C)ncn2)cn1 | 8% |
| COc1cc(C(=S)N2CCCCC2)ccc1OCC(=O)N1CCCC1 | -2% |
| COc1cccc2cc(NC(=O)C3CCCCC3)c(=O)oc12 | 0% |
| C=CCN1C(=O)C(C)(C)Nc2ccccc21 | -6% |
| O=C(Oc1ccc2c(c1)OCO2)c1ccc(F)cc1Cl | 13% |
| CC(C)C(C)(C#N)NC(=O)CSc1nc2scc(-c3ccco3)c2c(=O)n1-c1ccccc1 (configuration not stated) | 0% |
| CCCCOc1ccccc1NC(=O)c1ccco1 | -2% |
| CC(=O)Nc1ccc(S(=O)(=O)NCCSc2ccccn2)cc1 | -7% |
| CC1(C)CC(N=C=O)CC(C)(CN=C=O)C1 (configuration not stated) | 11% |
| COc1ccc(CCNC(=O)c2nonc2N)cc1OC | -3% |
| O=[N+]([O-])c1ccccc1 | 7% |
| COc1ccc(C2C(C(=O)N3CCCC3)c3cc(OC)c(OC)cc3C(=O)N2C)cc1 (configuration not stated) | -5% |
| CC(=O)C1=C(O)C(=O)N(C)C1c1ccccc1F (configuration not stated) | 2% |
| CC(C)NS(=O)(=O)c1ccc(OCC(=O)NCc2ccccc2)cc1 | 1% |
| COCC(=O)N1CCC2(CCCN(Cc3cc(C(F)(F)F)cc(C(F)(F)F)c3)C2)CC1 | 1% |
| CCSC1=C(C#N)C2(CCCCC2)C(C#N)C(=O)N1 (configuration not stated) | -3% |
| O=C(NCC(=O)N(c1cnc2ccccc2c1)C(C(=O)NC1CCCC1)c1ccncc1)c1ccco1 (configuration not stated) | 4% |
| CCOC(=O)C1CCN(c2cc(=O)n(Cc3ccc(F)cc3)c(=O)[nH]2)CC1 | 13% |
| COCCNC(=O)C(c1ccc(C)cc1)N(C(=O)CCC(=O)Nc1ccccn1)C1CCCC1 (configuration not stated) | -6% |
| CCCNC(=O)NCCc1ccncc1 | 14% |
| O=C1c2oc3ccccc3c(=O)c2C(c2cccc(F)c2)N1CCCO (configuration not stated) | -5% |
| O=C(Nc1cccc(F)c1)N1CCC2(CCNCC2)CC1 | -1% |
| Cc1cccc(-n2c(Cc3ccccc3)nnc2SCC(=O)N2CCOCC2)c1 | -2% |
| N#C/C(=C/c1ccc(N2CCCCCC2)o1)c1ccc(F)cc1 | -7% |
| CCOC(=O)c1[nH]c(C)c(C(=O)N2CCN(C(=O)c3ccco3)CC2)c1C | 4% |
| CCOC(=O)c1cc2c(C(F)(F)F)cc(-c3cccnc3)nc2o1 | -5% |
| O=C(CSc1ccc2nnc(-c3ccccn3)n2n1)NCc1ccc2c(c1)OCO2 | 9% |
| CCOC(=O)C1=C(N)Oc2cc(C)oc(=O)c2C12C(=O)N1c3c(cccc32)C(C)CC1(C)C (configuration not stated) | -3% |
| CCNc1ncc2nc(C)c(=O)n(-c3ccc(OC)cc3)c2n1 | -4% |
| CC(C)c1ccc(O)c(O)c(=O)c1 (tested in a mixture with another compound) | -3%[5.75 µM] |
| Cc1ccc(S(=O)(=O)NCc2ccco2)c(C)c1C | -4% |
| CN(CC(=O)NCc1ccc(F)cc1)S(=O)(=O)c1cccc2nsnc12 | -3% |
| O=C(C1CCCCC1)N1CCCC(c2nc(-c3ccc(F)cc3)no2)C1 (configuration not stated) | -1% |
| CC(=O)c1c(O)cc(C)n(Nc2nc(C)cc(C)n2)c1=O | -4% |
| COc1ccc(S(=O)(=O)N2CCCC(C(=O)Nc3cccc(C(C)=O)c3)C2)cc1 (configuration not stated) | -5% |
| COCCn1c(SCC(=O)NCC2CCCO2)nc2c(c1=O)SC(C)C2 (configuration not stated) | 9% |
| NC(=O)C1CCN(C(=O)c2cnn(-c3ccccc3)c2NC(=O)c2ccco2)CC1 | 5% |
| COc1ccc(-n2c(Cc3cccn3C)nnc2SCC(=O)N2CCCc3ccccc32)cc1 | -1% |
| O=C(O)c1ccccc1SCC(=O)N1CCCCC1 | 7% |
| Cc1cccc(NC(=O)CSc2nnc(Cn3nnc(-c4ccccc4)n3)n2-c2ccccc2)c1 | 7% |
| CCOC(=O)CN(C(=O)CSc1nnc(-c2ccc(OC)c(OC)c2)o1)c1ccccc1 | 3% |
| O=C(c1cccnc1)N1CCN(C(=O)c2ccccc2F)CC1 | -4% |
| C[C@H](N)CCCC(C)(C)O | -2%[12.8 µM] |
| CCSc1nnc(-c2ccc(S(=O)(=O)N3CCCC3)cc2)n1C | -4% |
| CSc1ccccc1NC(=O)c1ccco1 | -5% |
| c1ccc2nc(N3CCNCC3)ccc2c1 | 0% |
| COCCCNc1ncnc2nc[nH]c12 | 12% |
| Cn1c(=O)[nH]c(=O)c2c1nc(CN1CCOCC1)n2CCCO | -1% |
| Cn1c(SCc2nc3ccccc3s2)nnc1-c1ccc2c(c1)OCO2 | -2% |

Not all compounds are listed (hit frequency here may not be typical).
